MsrA inhibitor = inhibitors of bovine MsrA; purified bovine MsrA, absorbance read-out; inhibition, % at 15.5 µM; 360,000 compounds, 0.75% hits; in the data active = inhibition above about 4.5%;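 note: 0% = vehicle wells with enzyme and 100% = reference inhibitor wells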
Rpn11 block = inhibitors of human proteasome Rpn11. 360,000 compounds, 0.59% hits. AID 588493. human 26S proteasome, Ub4-pepOG fluorescence polarization; 20S core pre-blocked with epoxomicin. calls only at 20 µM. O00487;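 active = inhibition at 20 µM, scaled to each plate's controls, above about 33%, limit read from the data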
bovine MsrA act = bovine methionine sulfoxide reductase A activation; purified bovine MsrA, absorbance read-out; activation, % at 10.6 µM; 360,000 compounds, 0.3% hits; AID 602163; in the data active = activation above about 7.5%;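 note: 0% = vehicle and 100% = reference activator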
eLon inh = E. coli protease La inhibition. inhibition, % at 7.94 µM. 360,000 compounds, 0.42% hits. purified E. coli Lon protease, fluorescence polarization. P0A9M0; in the data active = inhibition above about 13%, passing the limit was not always enough;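 note: 0% = enzyme with probe and DMSO and 100% = no enzyme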
FAS TE block = FAS thioesterase (human) inhibition; recombinant FAS-TE, OMFH fluorogenic substrate, fluorescence endpoint; inhibition, % at 15 µM; 360,000 compounds, 0.67% hits; AID 602261;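 active = compounds whose normalised, plate-corrected inhibition of enzyme fluorescence in the single-dose primary screen is 50% or more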;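 note: 0% = DMSO with enzyme and 100% = substrate without enzyme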
MT1-MMP act inh = MT1-MMP (human) activation inhibition. HT1080 RFP-PRO-GFP cells, GFP/RFP ratio fluorescence, overnight; percent of plate control window, DMSO zero. GFP/RFP ratio change, % at 20 µM. 360,000 compounds, 0.061% hits. AID 651647;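 active = GFP/RFP ratio change of at least 30% with cell ATP level not reduced by more than half and red fluorescence within 50% of control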; note: strong numbers were not always called active
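Assay system – RFP-PRO-GFP reporter HT1080 cells · Compound dosing – single dose of 20 µM compound, 1% DMSO final · Incubation – overnight compound exposure at 37 °C · Measure – GFP/RFP fluorescence ratio · Benchmarks – DMSO wells and RFP-L50D-GFP cells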
CSN deneddyl inh = blocks human CSN-mediated cullin deneddylation; 360,000 compounds, 0.38% hits; AID 651999; Purified CSN, SCF-Nedd8-OG deneddylation, fluorescence polarization; inhibition, % at 12.5 µM;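 active = pattern-corrected inhibition above about 35%, with an unprinted fluorescence ratio check between 0.5 and 1.5, limit read from the data, passing the limit was not always enough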;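 note: 0% = enzyme with substrate and 100% = substrate without enzyme; some results filed as inactive read as strong as hits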
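Material: purified human Csn5 enzyme expressed in HEK293T cells / Medium: Tris buffer pH 7.5, NaCl, DTT, Tween-20, trehalose, ovalbumin / Compound dosing: 12.5 µM single point / Schedule: 90 min incubation of compound, enzyme and substrate at room temperature / Signal: fluorescence polarization of the substrate / Control set: no-enzyme wells high, enzyme-with-substrate wells low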
PABP1 MLLE inh = inhibitors of microRNA-mediated deadenylation, human PABP1 MLLE binding; P11940; GST-MLLE / FITC-PAM2 fluorescence polarization; inhibition, % at 20 µM; 360,000 compounds, 0.36% hits; in the data active = inhibition above about 35%, passing the limit was not always enough;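 note: plate controls were DMSO wells with GST-MLLE for no effect and wells lacking GST-MLLE protein for full effect; some results filed as inactive read as strong as hits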
Rin1-Abl PPI inh = inhibitors of human Rin1-Abl protein interaction; P00519+Q13671; TR-FRET Rin1/Abl binding, biochemical; inhibition, % at 7.35 µM; 360,000 compounds, 0.4% hits; in the data active = inhibition above about 5%, passing the limit was not always enough
Starred values were filed as active, the others as inactive; i = inactive; · = no result given. Random draw from the library, and some 3.7% of all compounds hit somewhere here.

Sample of the layout, five compounds:
SMILES	MsrA inhibitor	Rpn11 block	bovine MsrA act	eLon inh	FAS TE block	MT1-MMP act inh	CSN deneddyl inh	PABP1 MLLE inh	Rin1-Abl PPI inh
CCOC(=O)Nc1nnc(-c2ccc(OC)c(OC)c2)s1	-1.1	i	-10	-2	-6	2	3	8	0
O=C(CCN1CCOCC1)NNC(=O)c1ccc(Cl)c([N+](=O)[O-])c1	1.6	i	-5	0	0	3	-4	-2	5
Cc1ccc(Cc2nnc(SCC(=O)Nc3ccccc3)n(N)c2=O)cc1	0.0	i	-3	-5	-1	-2	-1	-5	2
Cc1ccc(NC(=O)CSc2nnc(CNC(=O)C34CC5CC(CC(C5)C3)C4)n2-c2ccc(F)cc2)cc1	-0.2	i	0	-3	7	-3	-5	-6	0
C#CCN1C(=O)C2C(C(=O)NC)C3C=CC2(O3)C1C(=O)NCc1ccc(OC)cc1 (stereo not given)	-1.5	i	-1	-2	-5	-4	-2	2	-2

The whole of this part, from the first entry:
SMILES	MsrA inhibitor	Rpn11 block	bovine MsrA act	eLon inh	FAS TE block	MT1-MMP act inh	CSN deneddyl inh	PABP1 MLLE inh	Rin1-Abl PPI inh
CCOC(=O)Nc1nnc(-c2ccc(OC)c(OC)c2)s1	-1.1	i	-10	-2	-6	2	3	8	0
O=C(CCN1CCOCC1)NNC(=O)c1ccc(Cl)c([N+](=O)[O-])c1	1.6	i	-5	0	0	3	-4	-2	5
Cc1ccc(Cc2nnc(SCC(=O)Nc3ccccc3)n(N)c2=O)cc1	0.0	i	-3	-5	-1	-2	-1	-5	2
Cc1ccc(NC(=O)CSc2nnc(CNC(=O)C34CC5CC(CC(C5)C3)C4)n2-c2ccc(F)cc2)cc1	-0.2	i	0	-3	7	-3	-5	-6	0
C#CCN1C(=O)C2C(C(=O)NC)C3C=CC2(O3)C1C(=O)NCc1ccc(OC)cc1 (stereo not given)	-1.5	i	-1	-2	-5	-4	-2	2	-2
COc1ccc2ccccc2c1/C=N/NC(=O)c1cccc([N+](=O)[O-])c1	1.1	i	-1	0	2	-2	-3	-4	0
COc1ccccc1NS(=O)(=O)c1cc(NC(=O)c2ccc(Cl)nc2)ccc1N1CCCC1	·	i	-3	-4	38	5	-4	10	-5
CCO[C@H]1OC(C(=O)N2CCN(C)CC2)=C[C@@H](C(C)(C)C)[C@@H]1CCCO	-0.3	i	-1	-7	-10	2	-3	-3	2
C=CC[C@H](CC(=O)N[C@H](CO)Cc1ccccc1)C(=O)N[C@@H](COC(=O)[C@@H](CC=C)CC(=O)OC(C)(C)C)Cc1c[nH]c2ccccc12	-1.3	i	2	-12	6	1	-5	-9	1
C#CCN(CC=C)C(=O)C1CCC(=O)N(CCCc2ccccc2)C1 (stereo not given)	0.7	i	-2	-3	-3	-2	1	-11	0
CCOc1cc(C)c(S(=O)(=O)NCc2ccccn2)cc1C	-0.8	i	1	-8	-3	2	-4	-4	2
O=c1cc(CNc2cc(C(F)(F)F)cc(C(F)(F)F)c2)nc2sccn12	-0.4	i	-3	-2	26	-4	7	1	3
COc1cc(S(=O)(=O)N2CCN(c3ccccc3F)CC2)c(OC)cc1Cl	1.7	i	-3	-11	26	-3	5	-3	4
O=C(Nn1c(COc2ccccc2)nc2ccccc2c1=O)C(Cl)(Cl)Cl	-0.1	i	-9	13	-5	-3	-1	-2	2
CCOc1ccc(N2CC(C(=O)Nc3nnc(Cc4ccc(OC)cc4)s3)CC2=O)cc1 (stereo not given)	-1.3	i	-5	2	-10	0	2	12	0
CCN1CCN(C(=O)COCc2cc(-c3ccc4c(c3)OCO4)on2)CC1	-0.4	i	-1	-4	-4	3	1	1	-2
c1ccc2c(c1)nnn2-c1ncnc2sccc12	0.9	i	-10	4	7	-4	-4	-1	-2
CCSc1nnc(-c2cc(Br)ccc2N=Cc2c(C)[nH]n(-c3ccccc3)c2=O)c(=O)[nH]1	3.0	i	-5	6	37	0	1	-11	3
O=C(Cn1ncc2c(=O)oc3ccccc3c21)NCCN1CCN(c2ccccc2F)CC1	1.1	i	-1	-6	-4	-2	-1	10	0
Cc1ccc(-c2noc(CCC(=O)NC3CC3)n2)cc1	-0.9	i	3	1	-10	1	0	-9	3
CCC(Cc1ccccc1)NC(=O)C1CCN(S(=O)(=O)c2ccc3c(c2)CC(C)N3C(C)=O)CC1 (stereo not given)	-0.1	i	-4	-14	-7	-2	-7	-5	0
O=c1cc(Nc2ccc3c(c2)OCCO3)[nH]c(=O)n1-c1ccc(Br)cc1	-0.1	i	-3	-11	1	-2	5	2	-1
Cc1nn(C)c(C)c1S(=O)(=O)N1CCC(C(=O)NC(C)c2ccccc2)CC1 (stereo not given)	0.4	i	-1	-2	-4	-3	3	-15	-1
Cc1ccnc(NC(=S)NC(=O)/C=C/c2ccccc2)c1	0.6	i	-2	6	-8	6	-8	5	2
CC(C)(C)OC(=O)N1C[C@H](O)C[C@H]1C(=O)OCC(=O)c1ccc([N+](=O)[O-])cc1	0.0	i	-7	-4	-4	-2	1	-2	-2
O=C(C1=C[C@@H](c2ccc(Br)cc2)C[C@@H](OCCCCO)O1)N1CCN(Cc2ccccc2)CC1	1.1	i	0	-14	-3	0	3	-2	1
O=C(O)c1ccc(N/N=C/c2cc3cc4c(cc3nc2Cl)OCCO4)cc1	4.4	i	-9	-5	-4	·	5	-42	-3
NNC(=O)c1cc(S(=O)(=O)N2CCOCC2)c[nH]1	0.2	i	-5	-1	-9	1	-3	4	4
c1ccc(CCSc2nccn2-c2ccccc2)cc1	-0.3	i	0	-3	7	-2	0	-111	3
Cc1ccc(C(=O)N2CCC3(CC2)Oc2ccc(Cl)cc2C(=O)C32CC(c3cccnc3)=NO2)s1 (stereo not given)	0.8	i	0	11	26	0	-1	1	1
Cc1cc2ccccc2n1CCNC(=O)C(C)(C)C	1.0	i	0	-1	-4	26	-5	18	-6
CCCCCCCN=CC1=C(O)CC(c2ccccc2)CC1=O (stereo not given)	-0.9	i	-2	6	-6	0	0	13	2
CCCn1nc(NC(=O)CC(C)C)c2cc3ccccc3nc21	-0.3	i	-4	2	-4	-3	-3	-88	-5
CC1CCCCN1S(=O)(=O)c1ccc(N(C(=O)c2cnccn2)C(C(=O)NC2CCCCC2)c2cccs2)cc1 (stereo not given)	0.8	i	-4	5	15	-1	-16	7	-2
CCc1nnc(NC(=O)CSc2nnc(-c3ccc(OC)cc3)n2C)s1	0.1	i	1	2	-3	-1	0	-5	1
O=C(NCc1ccccc1)N(Cc1nc2ccccc2c(=O)[nH]1)C1CCCC1	-0.1	i	-8	-3	-3	-4	1	-1	0
CCCN(Cc1cc2cc(C)ccc2[nH]c1=O)S(C)(=O)=O	-0.4	i	2	4	-5	5	6	3	3
CCOC(=O)c1cc2c(=O)n3ccccc3nc2n(C(C)C)c1=NC(=O)c1c(-c2ccccc2Cl)noc1C	1.1	i	-6	6	49	-46	7	-28	2
CCC(C)(C)NC(=O)C(c1cccs1)N(C(=O)c1ccn[nH]1)c1cccc(OC)c1 (stereo not given)	-1.2	i	-1	-6	3	1	-7	4	3
CCOc1cccc2sc(N(CCCN(C)C)C(=O)c3ccc(S(=O)(=O)N(C)Cc4ccccc4)cc3)nc12	0.5	i	-1	-3	8	1	-1	-10	-1
COc1ccccc1OCC(O)CNCc1ccc2c(c1)OCO2 (stereo not given)	1.0	i	-4	-11	2	0	3	6	-2
CN(C)CC/C=C1/c2ccccc2Sc2c(O)cc(Cl)cc21	0.2	i	-1	-2	-3	-5	7	-6	-4
Fc1ccc2nc(-c3ccccc3)ccc2c1	0.8	i	-12	-1	8	2	-5	-4	-2
Cc1cc([N+](=O)[O-])ccc1NCc1ccco1	0.2	i	-4	3	-4	-1	0	5	-2
C/C(=N\NC(=O)c1ccc(Cl)c(Cl)c1)c1ccc(Br)s1	-0.8	i	-3	6	-1	7	4	-7	0
CC1(C)CC2CC(C)(CN2Cc2c(O)ccc3ccccc23)C1 (stereo not given)	0.1	i	-3	-4	5	2	-2	4	0
CC(c1ccccc1)C(OC(=O)c1cccc([N+](=O)[O-])c1C(=O)O)c1ccccc1 (stereo not given)	0.1	i	-4	-7	-8	1	-4	1	1
O=C(c1ccccc1F)N1CCc2ccccc21	0.5	i	-14	-4	-8	-2	-2	-10	4
CCOc1ccc(NCc2nnc(SCc3ccc(Cl)cc3)n2-c2ccccc2)cc1	-0.9	i	-3	-6	18	1	-13	-46	2
O=C(NCc1ccco1)C(c1ccncc1)N(CCC1=CCCCC1)C(=O)Cn1nnc2ccccc21 (stereo not given)	1.6	i	-5	-5	1	1	-2	5	0

Carrying on.
SMILES	MsrA inhibitor	Rpn11 block	bovine MsrA act	eLon inh	FAS TE block	MT1-MMP act inh	CSN deneddyl inh	PABP1 MLLE inh	Rin1-Abl PPI inh
COc1ccccc1N1CCN(C2CCCN(C(=O)c3oc(C)cc3C)C2)CC1 (stereo not given)	-0.3	i	-7	3	-1	4	0	-5	-2
Cc1ccc(SCC(=O)c2sc(-c3ccccc3)nc2C)cc1	0.1	i	-12	0	16	-1	-2	21	-2
CCCCCCSc1cccc(-c2nc3cc(C)ccn3c2NC2CCCCC2)c1	-1.0	i	-9	-3	20	-9	4	-25	-1
Cc1ccc(C(=O)OCC(=O)c2ccc(Br)cc2)cc1S(=O)(=O)N1CCOCC1	0.8	i	-4	5	29	-3	1	-1	-1
C[C@@H](C(=O)Nc1ccccc1N1CCOCC1)N1C(=O)C2CCCCC2C1=O (stereo not given in full)	0.1	i	-8	7	1	1	1	8	-1
Cc1cc(NC(=O)CCC(=O)N(CC(=O)NCC2CCCO2)c2cccc(C)c2C)no1 (stereo not given)	0.0	i	-3	-4	-5	0	2	-5	2
CCCCCn1c(CN2CCN(C)CC2)nc2c1c(=O)n(C)c(=O)n2C	-0.1	i	1	-4	-3	-8	0	8	-2
CC(C)NS(=O)(=O)c1ccc(CCC(=O)NCc2ccncc2)cc1	-0.5	i	-2	5	-3	4	-7	-8	6
COc1cc(OC)cc(-c2c(C#Cc3ccsc3)c3cc(-c4ccc(N(C)C)nc4)ccc3n2C)c1	0.7	i	-4	5	35	-3	9	-4	1
CCOC(=O)c1cn2nc(Oc3ccc(C(=O)OC)cc3)ccc2n1	0.1	i	-1	-6	-3	0	3	-4	3
CN(Cc1ccccc1)C(=O)COC(=O)c1ccc2ccccc2n1	-0.3	i	-4	7	-2	0	-4	-69	-1
O=C(O)CCSc1nnc(-c2ccncc2)n1-c1ccccc1	0.7	i	-5	3	-7	4	-2	2	-1
CCOC(=O)c1nnn(-c2nc(OC)nc(N(C)C)n2)c1-c1ccccc1	-1.6	i	-2	-2	-2	-12	-1	7	-1
COc1ccc(OC)c(-c2nnc(NC(=O)C(C)Sc3nncn3C)s2)c1 (stereo not given)	3.2	i	2	0	-5	-5	-2	-23	-1
CS(=O)(=O)NN1C(=O)c2ccccc2NC1c1ccccc1 (stereo not given)	2.0	i	-11	-10	-6	-1	-7	2	0
O=S(=O)(c1ccc(Cl)c2ccccc12)N1CCCC1	1.4	i	1	4	16	-9	-4	4	0
COc1cc(Br)cc(C=Nc2cccc(C(F)(F)F)c2)c1O	0.4	i	-2	13	-6	-1	-3	15	0
CCNC(=S)Nc1cc(OCC)c(NC(=O)c2ccco2)cc1OCC	0.8	i	-1	-8	-4	3	4	4	-2
Cc1onc(-c2ccccc2Cl)c1C(=O)NCc1ccc(N2CCCC2=O)cc1	-0.2	i	0	2	-6	1	41	19	1
